# Screens: PubChem, Sanford-Burnham Center for Chemical Genomics
# HT1080 cytotoxicity: cytotoxicity in HT1080 fibrosarcoma cells, cell-based, fluorescence readout (AID 620) | one-dose cytotoxicity, % at 10 µM; EC50 in µM for titrated hits | HT1080 viability, fluorescence; higher % means a stronger effect | hit rate 0.42% among 87,000; in the data active = cytotoxicity above about 50%;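 note: cells exposed to compound overnight then 4 h with Alamar Blue; 0% = vehicle DMSO and 100% = killing control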
# Active calls of the source: *. Only part of the results is shown, so the mix of outcomes need not match the whole.
SMILES,HT1080 cytotoxicity
Cc1ccc(S(=O)(=O)NNC(=O)c2snnc2C)cc1,6.6%
Cc1cc2nnc(SCC(=O)OC(C)C)n2c2ccccc12,-8.0%
CCOC(=O)C1(c2ccccc2)NC(c2ccccc2C)C2C(=O)N(c3ccc4c(c3)OCO4)C(=O)C21 (stereo not drawn),0.4%
Cc1cc(NC(=O)C2CC(c3ccccc3Cl)=NO2)no1 (stereo not drawn),-15.7%
COc1ccc(NC(=O)Nc2ccccc2F)cc1,-4.9%
O=[N+]([O-])c1cc(S(=O)(=O)N2CCCC2)ccc1N/N=C/c1cccs1,-5.9%
O=C(Oc1nsnc1N1CCOCC1)c1ccccc1,1.7%
COC(=O)c1ccc(CSc2nnc(Nc3cccc(OC)c3)s2)o1,-10.3%
CCC(C)(C)NC(=O)CN(C(=O)CCC(=O)Nc1ccccn1)c1ccc(F)c(Cl)c1,-0.2%
O=C(Nc1ccc(Oc2ccc3ccccc3c2)cc1)c1ccco1,-1.7%
CCc1nnc(NC(=O)CSc2nc3ccccc3c(=O)n2CCCOC)s1,10.4%
N#Cc1ccc(C23CC4(C2)[C@H](CN(Cc2ccc(-c5ccccc5)cc2)[C@@H]4c2ccccc2)C3c2ccc(C(F)(F)F)cc2)cc1 (stereo partly drawn),-29.0%
O=C(O)CC1NC(=S)N(c2ccccc2)C1=O (stereo not drawn),-6.6%
O=C1/C(=C/c2ccc(F)c(F)c2)CSc2sccc21,-5.0%
COc1ccc2nc(SCC(=O)Nc3cc(C)on3)[nH]c2c1,-9.4%
CCn1c(C)nc2cc(C(=O)NNS(=O)(=O)c3ccccc3F)ccc21,-10.8%
CCN(CC)CCCNc1nc2cc(OC)c(OC)cc2c2nc(-c3ccccc3)nn12,13.1%
Cc1ccccc1NC(=O)C1CCN(c2cc(-c3ccccc3)nc3ncnn23)CC1,-1.6%
CCNC(=O)CSc1ncnc2sccc12,-16.2%
C=CCn1c(COc2ccc(F)cc2)nnc1SCC(=O)N1CC(=O)Nc2ccccc21,23.7%

# As a short view, some entries already given:
SMILES,HT1080 cytotoxicity
Cc1ccc(S(=O)(=O)NNC(=O)c2snnc2C)cc1,6.6%
Cc1cc2nnc(SCC(=O)OC(C)C)n2c2ccccc12,-8.0%
CCOC(=O)C1(c2ccccc2)NC(c2ccccc2C)C2C(=O)N(c3ccc4c(c3)OCO4)C(=O)C21 (stereo not drawn),0.4%
Cc1cc(NC(=O)C2CC(c3ccccc3Cl)=NO2)no1 (stereo not drawn),-15.7%
COc1ccc(NC(=O)Nc2ccccc2F)cc1,-4.9%
O=[N+]([O-])c1cc(S(=O)(=O)N2CCCC2)ccc1N/N=C/c1cccs1,-5.9%
O=C(Oc1nsnc1N1CCOCC1)c1ccccc1,1.7%

# Returning to the listing, repeating the five entries before the break.
SMILES,HT1080 cytotoxicity
CCn1c(C)nc2cc(C(=O)NNS(=O)(=O)c3ccccc3F)ccc21,-10.8%
CCN(CC)CCCNc1nc2cc(OC)c(OC)cc2c2nc(-c3ccccc3)nn12,13.1%
Cc1ccccc1NC(=O)C1CCN(c2cc(-c3ccccc3)nc3ncnn23)CC1,-1.6%
CCNC(=O)CSc1ncnc2sccc12,-16.2%
C=CCn1c(COc2ccc(F)cc2)nnc1SCC(=O)N1CC(=O)Nc2ccccc21,23.7%
CCCCOc1ccc(S(=O)(=O)NC(=O)NCc2ccc(OCCC)cc2)cc1,-6.4%
O=C(Nc1cccc(C(F)(F)F)c1)NC1CCCCC1,27.1%
Cc1ccc(NC(=O)N2CCCC2C(=O)NCc2cccs2)cc1 (stereo not drawn),-3.2%
CCC1=C(OC(=O)N(CC)CC)N2C(=O)OC(=NCC(=O)OC)[C@]2(Cc2ccccc2)[C@H]2C1=CC[C@H]1C(=O)N(c3ccccc3)C(=O)[C@H]12,7.2%
CC1CCN(S(=O)(=O)c2ccc3c(c2)C(=NO)c2cc(S(=O)(=O)N4CCC(C)CC4)ccc2-3)CC1,4.2%
COC(=O)CSc1n[nH]c(-c2cccnc2)n1,-0.8%
COC(=O)c1ccccc1NC(=O)CN(Cc1ccc(Cl)cc1)S(C)(=O)=O,-8.0%
Cc1ccc(-c2csc(N3N=C(c4ccccc4)/C(=C\c4ccc(N(C)C)cc4)C3=O)n2)cc1,-4.3%
O=C(/C=C/c1ccco1)NC(=S)Nc1ccc(Cl)cn1,-1.7%
CC(C)CC(NC(=O)C(CC(C)C)NC(=O)OC(C)(C)C)C(N)=O (stereo not drawn),8.1%
CCOC(=O)c1c(-c2ccc(C)o2)csc1NC(=O)CSc1ncn[nH]1,-1.8%
O=C1CN=C(Nc2ccc(Cl)cc2)N1c1ccccc1,16.9%
O=C1OC(c2ccc(Cl)cc2)/C(=C(/O)c2ccccc2)C1=O (stereo not drawn),-10.6%
Cc1ccccc1C(=O)N1CCC(C(N)=O)CC1,4.0%
CCN(CC(=O)Nc1cc(C)nn1-c1nc(C)cc(C)n1)Cc1ccccc1,-12.6%
CCOC(=O)C1=C(c2ccccc2)O/C(=C(/C#N)C(F)(F)F)S1,0.1%
Cc1ccc(C(=O)CSc2nnc(-c3ccccc3)o2)cc1,3.5%
Cc1cc2c(cc1C)CSC(c1ccccc1O)SC2,-2.7%
COc1cccc(Nc2nc3ccccc3nc2NS(=O)(=O)c2cccs2)c1,13.2%
Cc1cccc(NC(=O)C2CC(=O)N(c3ccccc3)C2)c1C (stereo not drawn),-1.3%

# Reprinted at random: three compounds from above, in no set order.
SMILES,HT1080 cytotoxicity
CCOC(=O)c1c(-c2ccc(C)o2)csc1NC(=O)CSc1ncn[nH]1,-1.8%
O=C(Nc1cccc(C(F)(F)F)c1)NC1CCCCC1,27.1%
COC(=O)CSc1n[nH]c(-c2cccnc2)n1,-0.8%

# (cont.)
SMILES,HT1080 cytotoxicity
C=CCN(c1ccc(C(=O)NC(C)C)cc1)S(C)(=O)=O,3.9%
COC(=O)c1cccc(NC(=O)c2cnoc2C)c1,5.1%
Cc1cc(C)n(-c2nc(Nc3ccccc3C)nc(-n3nc(C)cc3C)n2)n1,-2.7%
COC(=O)[C@@H]1C[C@@]2(O)[C@@H](O)[C@@H](O)[C@@H](O)C[C@H]2N1Cc1ccc(-c2ccccc2)cc1,9.2%
O=Cc1ccccc1OCCOc1ccccc1C=O,36.2%
C=CCn1c(SCC(=O)OCC)nc2cc(C(=O)NCc3ccco3)ccc2c1=O,6.9%
Cc1c(C(N)=O)sc2ncn(CC(=O)N3CCC(C)CC3)c(=O)c12,0.9%
CCNc1nc(NCC)nc(Oc2ccc(N)cc2)n1,-9.0%
COc1ccc(-n2c(SCC(N)=O)nnc2-c2cccnc2)cc1,-2.5%
COc1ccc(C2CC(C(F)(F)F)n3ncc(C(=O)Nc4c(C)n(C)n(-c5ccccc5)c4=O)c3N2)cc1 (stereo not drawn),14.2%
C=CCNC(=S)NNC(=O)C(CCC(C)C)CC(C)O (stereo not drawn),14.6%
CCOc1ccc(-c2nn[nH]n2)cc1OCC,0.6%
CO[C@@H]1O[C@@H]2COC(c3ccccc3)O[C@@H]2[C@@H](OC)[C@@H]1O (stereo partly drawn),-1.5%
COc1ccc(N=C2NC(=O)S/C2=C\c2ccc(N(C)C)cc2)cc1,2.4%
CN1CCN(CCC(=O)Nc2ccc3c(c2)OCO3)CC1,1.9%
CC(C)c1ccc(Oc2cccc(C(=O)/C(C#N)=C/N(C)C)c2)cc1,-2.2%
CS(=O)(=O)N1CCC(C(=O)Nc2ccc3c(c2)OCO3)CC1,-13.0%
Cc1cccc(NC(=S)NNC(=O)CCn2nc(C)c([N+](=O)[O-])c2C)c1,-0.4%
CCOC(=O)/C(C#N)=C1/SC(C)C(=O)N1c1ccc(Br)cc1 (stereo not drawn),-11.3%
CC(=O)Nc1ccc(OCC(=O)c2ccc(C)cc2C)cc1,-2.5%
CCCC1CCc2c(sc(N)c2C(N)=O)C1 (stereo not drawn),-13.0%
CCCCCCN1C2=NCCN2c2ccccc21,-6.2%
Fc1ccc(-c2csc3[n+]2CCS3)cc1,-4.1%
Cc1nnc(C)n1/N=C/c1ccc(C(=O)O)cc1,-4.4%
CC(C)(C)NC(=O)COc1ccc(CNc2ccc3[nH]c(=O)[nH]c3c2)cc1,3.9%
COc1cccc(/C=N/Nc2ncnc3scc(-c4ccccc4)c23)c1OC,-9.3%
CC1CC1C(=O)NCCc1ccc(Cl)cc1 (stereo not drawn),0.0%
CC(=O)Nc1ccc(NC(=O)COC(=O)c2ccc(C)s2)cc1,-0.2%
COc1ccc(S(=O)(=O)NCc2ccc(C)cc2)cc1,1.4%
CN(c1ccc(C(=O)Nc2ccccc2C(=O)N2CCOCC2)cc1)S(C)(=O)=O,1.1%
Cc1ccc(CNC(=O)CS(=O)CC(=O)O)cc1 (stereo not drawn),-5.5%
CC(C)[C@H](N)c1nnc(SC/C=C/c2ccccc2)o1,-20.5%
CC(C)(C)C(=O)N1CCCC1C(=O)O (stereo not drawn),-3.2%
CCCCOC1(c2ccccc2)NC(=S)NN=C1c1ccccc1 (stereo not drawn),-6.2%
CC(Sc1nnc2ccccn12)C(=O)N1CCc2ccccc2C1 (stereo not drawn),-8.3%
Cc1nnc(SCC(=O)Nc2ncc(Cl)cc2Cl)n1Cc1ccccc1,2.5%
CCN(CC)c1ccc(C2NCC(c3ccc([N+](=O)[O-])cc3)O2)cc1 (stereo not drawn),13.7%
CCCC/C(O)=N\S(=O)(=O)c1ccc(N=NN(C)C)cc1,-11.4%
COc1ccccc1-n1cnnc1SCc1csc(-c2ccccc2)n1,-5.5%
COCCCNC(=O)Cn1nc(-c2ccccc2OC)ccc1=O,7.9%
CCOC(=O)c1c(C)n(C)c2cc(Br)c(C)cc12,28.9%
COc1ccc(C2C(C#N)=C(N)Oc3c2c(C)nn3-c2ccccc2)cc1Cn1nc(C)c([N+](=O)[O-])c1C (stereo not drawn),0.8%
COc1ccc(-n2c(N)c(C(=O)NCc3cccnc3)sc2=S)cc1,-12.2%
Cc1ccccc1NC(=O)CSc1nnc(-c2ccco2)c(-c2ccco2)n1,-8.9%
CC(C)(C)n1nnnc1CN(Cc1ccc(F)cc1)Cc1ccco1,4.7%
Cc1occc1C(=O)NCCc1ccc(Cl)cc1,-5.3%
Cc1oc2c(cc(NS(=O)(=O)c3ccc4c5c(cccc35)C(=O)N4)c3ccccc32)c1C(=O)OC(C)C,8.9%
Cc1ccc(-n2nc3ccc(NC(=O)c4ccc5c(c4)OCO5)cc3n2)cc1,12.2%
CCC(=O)Nc1cc2c(C)cc(=O)oc2cc1C,2.7%
COc1ccc(CCNC(=O)c2c(C)noc2C)cc1,2.5%
CCOc1ccc(-c2cc(N3C(=O)Nc4ccccc4N3O)on2)cc1,-3.5%
O=C(CSc1nnc(C2CC2)n1-c1ccccc1)Nc1ccc(N2CCOCC2)cc1,-10.8%
CCN1CCCC1CNC(=O)c1ccccc1Cl (stereo not drawn),13.6%
CCOC(=O)c1oc2cc(C)cc(O)c2c(=O)c1-c1csc(C)n1,-12.6%
NNc1nc(NCc2ccccc2)nc(N2CCOCC2)n1,0.7%
CN1CCN(C(=O)/C(=C\c2ccccc2)c2ccccc2)CC1,-6.3%
Cc1ccc(C2(C)NC(=O)N(CC(=O)Nc3cc(C)on3)C2=O)cc1 (stereo not drawn),10.5%
COC(=O)C1=C(C)Nc2ncnn2C1c1cccnc1 (stereo not drawn),-4.4%
COc1ccc(C2/C(=C(\O)c3ccc4c(c3)OCCO4)C(=O)C(=O)N2Cc2ccco2)c(OC)c1 (stereo not drawn),-1.4%
CCn1c(-c2nn(C)c(C)c2Cl)n[nH]c1=S,6.7%

# (list continues)
SMILES,HT1080 cytotoxicity
O=C(CN1C(=O)C2CC=CCC2C1=O)NCc1ccc2c(c1)OCO2 (stereo not drawn),-5.7%
COC(=O)c1sc2nc(N3CCCCC3)c3c(c2c1N)CCCC3,-21.6%
COCCNC(=O)CC(c1ccccc1)c1ccccc1,7.8%
CCS(=O)(=O)N1CCCC(C(=O)NCCc2ccccc2)C1 (stereo not drawn),8.3%
O=C(O)C1C2C=CC(C2)C1C(=O)Nc1nccs1 (stereo not drawn),-6.9%
CC(NC(=O)c1ccccc1)c1nc2ccccc2n1Cc1ccccc1F (stereo not drawn),-5.2%
Clc1ccc(OCCN2CCCCC2)c(Cl)c1,-9.5%
